Screens (PubChem)
eIF4E-4G inh – blocks eIF4E binding to eIF4G | P63073+Q04637 | TR-FRET eIF4E-eIF4GI(517-606) binding, 2 h | inhibition, % at 21.7 µM | 220,000 tested, 0.37% active | AID 782;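 active = inhibition above about 30%, limit read from the data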;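 also: 0% = full FRET control wells and 100% = background wells lacking eIF4GI fragment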
14-3-3 Bad PPI – disrupts binding of bovine 14-3-3 zeta to phospho-Bad peptide | P63103 | inhibition, % at 21.7 µM | 220,000 tested, 0.71% active | AID 781 | TR-FRET 14-3-3zeta/Dy647-pBad peptide displacement, 1 h;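 active = inhibition above about 70%, limit read from the data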;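 also: 0% = full 14-3-3 plus peptide FRET controls and 100% = background without 14-3-3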
Target sequence (P63103 whole entry, looked up): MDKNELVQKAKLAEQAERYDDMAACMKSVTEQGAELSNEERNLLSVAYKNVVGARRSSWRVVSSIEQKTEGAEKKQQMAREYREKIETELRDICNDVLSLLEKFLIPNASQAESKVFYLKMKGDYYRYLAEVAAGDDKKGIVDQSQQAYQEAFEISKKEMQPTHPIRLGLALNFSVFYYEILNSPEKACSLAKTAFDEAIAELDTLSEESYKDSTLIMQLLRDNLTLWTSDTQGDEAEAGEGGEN
Tb hexokinase – blocks Trypanosoma brucei hexokinase 1 activity | recombinant TbHK1, G6PDH-coupled NADH A340 | inhibition, % at 10 µM | 220,000 tested, 0.11% active | AID 1430;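 active = inhibition of 50% or more in the single-dose primary screen; inactive = inhibition below 50%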
zVAD death inh – blocks zVAD induced death of L929 cells; L929 zVAD necroptosis rescue, ATP luminescence, 24 h; with zVAD 60 µM; viability rescue, % at 10 µM; 220,000 tested, 0.38% active; AID 1377;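 active = activation, scaled between plate controls, above about 75%, limit read from the data; inactive = activation under that limit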;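 also: 0% = zVAD with DMSO and 100% = DMSO alone without zVAD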
EP2 modulator – modulates human prostaglandin E2 receptor EP2 signaling. P43116. EP2-expressing cells, cAMP HTRF FRET, PGE2 co-stimulation. induction, % at 25 µM. 260,000 tested, 0.83% active. AID 940;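 active = compounds whose cAMP rise, as percent of the full-agonist control response, exceeds 60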;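 also: rat C6 glioma line stably carrying human EP2 under a CMV promoter; the protocol text gives 20 µM as final concentration; 100% = response of wells given 1 µM PGE2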
Target sequence (P43116 whole entry, looked up): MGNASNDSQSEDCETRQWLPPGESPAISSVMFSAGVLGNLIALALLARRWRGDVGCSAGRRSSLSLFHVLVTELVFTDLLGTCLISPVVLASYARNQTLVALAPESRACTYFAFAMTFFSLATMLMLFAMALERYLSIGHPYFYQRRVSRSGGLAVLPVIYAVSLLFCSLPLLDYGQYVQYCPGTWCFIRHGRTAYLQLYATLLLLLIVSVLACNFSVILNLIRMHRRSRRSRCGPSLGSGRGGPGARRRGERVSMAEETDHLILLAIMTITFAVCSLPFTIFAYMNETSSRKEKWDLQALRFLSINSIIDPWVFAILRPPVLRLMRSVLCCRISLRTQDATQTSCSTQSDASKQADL
Rad51 HR inh – Rad51 (human) homologous recombination inhibition | Q06609 | hRad51 DNA strand exchange, fluorescence dequenching | inhibition, % at 10 µM | 200,000 tested, 0.085% active | AID 1385;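 active = inhibition above 40% at the single screening dose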;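 also: 0% = DMSO control wells and 100% = blanks with heterologous ssDNA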
Target sequence (Q06609 whole entry, looked up): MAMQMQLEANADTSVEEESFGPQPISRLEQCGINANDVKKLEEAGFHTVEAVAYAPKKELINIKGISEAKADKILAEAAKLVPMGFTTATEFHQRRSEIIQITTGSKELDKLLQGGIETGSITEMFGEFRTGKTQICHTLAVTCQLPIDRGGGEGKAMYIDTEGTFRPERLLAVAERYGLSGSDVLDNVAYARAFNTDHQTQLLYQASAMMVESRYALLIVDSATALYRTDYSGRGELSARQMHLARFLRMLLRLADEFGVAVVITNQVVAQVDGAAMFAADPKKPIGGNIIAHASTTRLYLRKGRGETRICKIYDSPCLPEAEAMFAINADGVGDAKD
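Material: human Rad51–ssDNA filaments; Probe or stimulus: labelled 47-mer dsDNA for strand exchange; Doses: single 10 µM dose; Incubation: 37 °C 15-min filament assembly, 30-min compound preincubation, 15-min exchange; Technique: FRET fluorescence dequenching, excitation 485 nm, emission 520 nm; Measure: Fluorescence-based percent inhibition, control- and blank-normalised; Benchmarks: plate control and blank wells.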
EP2 antag – blocks the human prostaglandin E2 receptor EP2 | 260,000 tested, 0.52% active | AID 1422 | inhibition, % at 25 µM | C6 glioma cells expressing human EP2, cAMP TR-FRET; cells stimulated with saturating PGE2 | P43116;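 active = percent inhibition above 40 after rounding to a whole number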;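 also: rat C6 glioma host cells with rolipram phosphodiesterase inhibitor present; the protocol text gives 20 µM as final concentration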
Hck Nef HTS – human Hck-Nef kinase inhibition | Recombinant Hck-YEEI plus Nef, Z-Lyte FRET kinase assay | P08631 | AID 463187 | inhibition, % at 20 µM | 220,000 tested, 0.68% active;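 active = Hck-Nef kinase inhibition above about 50%, limit read from the data; inactive = inhibition below that limit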;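 also: 0% = DMSO with Hck plus Nef and 100% = Hck alone without Nef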
m-calpain inh – inhibitors of pig calpain II. 220,000 tested, 0.37% active. AID 1236. inhibition, % at 16 µM. purified calpain II, fluorogenic peptide substrate, 30 min;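 active = inhibition above about 50%, limit read from the data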
* = called active by the depositor; x = not tested or not shown; [ ] = another dose, or the depositor's remark. This is a subset, so the mix of outcomes need not match the whole.

Every second line gives: eIF4E-4G inh | 14-3-3 Bad PPI | Tb hexokinase | zVAD death inh | EP2 modulator | Rad51 HR inh | EP2 antag | Hck Nef HTS | m-calpain inh
> N/C(CN1CCCC1=O)=N\OC(=O)c1ccccc1Cl
 : 4.4 | -4.6 | 5.5 | 0.1 | 12.5 | 5.5 | 4.3 | 1.8 | 11.2
> COc1ccccc1C(=O)NNC(=O)c1cccc(F)c1
 : -2.3 | -3.6 | -10.0 | -0.3 | 6.4 | x | -0.1 | -0.8 | -6.2
> CCOc1ccc(N(CC(=O)NCCc2ccc(OC)cc2)S(C)(=O)=O)cc1
 : -1.8 | -3.0 | -3.9 | 0.5 | 10.0 | -1.8 | -1.4 | 16.6 | -4.7
> N#Cc1sc2nc3c(cc2c1N)CCCC3
 : 2.5 | -6.6 | -8.5 | x | 20.6 | x | 4.9 | -1.4 | -65.6
> CCC(C)C(=O)Nc1nnc(-c2cccs2)s1 (stereo not drawn)
 : -6.2 | 6.7[fluorescence artefact?] | -11.9 | 0.3 | 10.6 | 2.9 | 8.9 | 0.0 | -58.0
> CN1/C(=C\C(=O)C[n+]2ccc(C(=O)c3ccccc3)cc2)C(C)(C)c2ccccc21
 : 1.0 | -7.3 | -27.2 | -0.9 | -46.7 | -10.5 | 2.4 | 20.2 | 32.2
> Cc1ccc(S(=O)CCNC(=O)Cc2ccc(Cl)cc2)cc1 (stereo not drawn)
 : -0.9 | 2.5 | 1.6 | 0.6 | -39.8 | 4.1 | 11.1 | 10.0 | -3.9
> O=C(CCCc1nc2ccccc2s1)Nc1ccccc1
 : 0.3 | -7.2 | -4.0 | 4.5 | -76.8 | 0.8 | 14.4 | 19.7 | -9.5
> CCN(CC)C(=O)CSc1nnc(-c2ccc(O)cc2)n1CC1CCCO1 (stereo not drawn)
 : -0.2[fluorescence artefact?] | 12.9[fluorescence artefact?] | -0.1 | 0.8 | 28.8 | -4.5 | 12.0 | 0.7 | -17.5
> CCc1ccc(NC(=O)CCn2cccc2)cc1
 : -2.6 | -7.7 | 2.8 | 0.0 | -4.4 | -2.8 | 7.2 | 6.4 | -52.8
> CC(=O)Nc1ccc(NC(=O)COc2cccc3c2OC(C)(C)C3)cc1
 : -2.3 | -10.8 | -0.4 | 2.3 | -14.1 | 3.6 | 7.1 | 18.1 | 0.1
> CCCn1c(SCC(=O)NC(C)(C)C)nnc1C(C)C
 : 2.5 | -4.5 | 0.0 | -0.1 | -2.9 | -0.5 | 14.8 | 1.1 | 12.4
> CCC(OC(=O)C1=Cc2ccccc2OC1)C(=O)NCc1ccco1 (stereo not drawn)
 : 0.6 | -4.4 | -8.4 | 12.8 | -41.5 | 4.2 | 5.2 | 19.9 | -52.9
> CCc1nn2cc(C(=O)c3ccccc3O)cnc2c1-c1ccc(F)cc1
 : -2.6 | -7.6 | -4.6 | 1.2 | 11.0 | 0.3 | 3.9 | 10.4 | 3.2
> Cc1cc(C)n(CC(O)CN(c2ccccc2)S(=O)(=O)c2ccccc2)n1 (stereo not drawn)
 : -1.2 | -1.7 | -3.5 | 0.8 | 1.9 | -10.3 | 4.5 | -1.5 | 12.4
> Cc1sc2nc(SCC(=O)N3CCCC3)[nH]c(=O)c2c1C
 : -3.7 | 14.8 | -3.9 | 2.6 | -2.5 | 8.5 | 9.9 | -5.2 | 23.2
> N#CCCn1ccc(NC(=O)c2ccc(Cl)cc2)n1
 : 1.9 | -0.1 | -1.3 | 0.1 | -14.4 | -1.8 | 11.4 | 0.2 | 5.1
> S=C(NC1CCCCC1)N(CCc1ccccc1)CCc1ccccc1
 : -4.7 | 8.1 | 1.2 | -0.2 | 37.6 | -3.5 | 7.1 | 2.0 | 18.0
> COc1ccc(OCC(=O)Sc2ccc(C)cc2)cc1
 : 4.4 | -10.3[fluorescence artefact?] | 23.1 | -0.2 | -1.9 | -3.1 | 8.8 | 1.2 | -4.8
> O=C(CN1C(=O)CCC1=O)Nc1cccc(NC(=O)CN2C(=O)CCC2=O)c1
 : -0.6 | 0.7 | 8.1 | -0.2 | -9.5 | -8.3 | 4.5 | -29.5 | 6.8
> COc1cccc(-c2nc(CS(=O)(=O)CC(=O)NCc3ccc(Cl)cc3)c(C)o2)c1
 : 0.6 | 0.8 | 2.6 | 0.1 | -28.1 | 1.0 | 15.3 | 20.0 | -21.2
> Cc1ccc(C2=NNC(=Nc3ccc(F)cc3)SC2)cc1
 : 3.9 | -7.9 | -6.6 | 0.2 | -27.5 | -9.4 | 6.5 | 27.2 | -19.4
> COc1ccc(-c2cc3ccccc3n2CC(O)CN2CCN(CCO)CC2)cc1 (stereo not drawn)
 : 2.7 | 3.4 | 2.9 | -0.6 | -9.3 | 1.0 | 12.9 | 3.0 | -58.3
> Cc1cc(=O)c2ccccc2n1CC(=O)NCc1ccccc1
 : -7.2 | -22.4[fluorescence artefact?] | 19.5 | 0.6 | -43.6 | -3.0 | 8.7 | 0.9 | -18.9
> Clc1ccc(-c2cc(COc3ccccc3)no2)cc1Cl
 : 3.3 | 3.4 | 2.6 | 0.2 | 15.1 | x | x | 1.0 | 4.8
> CC(=O)NCCOc1cccc2cccnc12
 : -3.0 | -1.1 | -4.5 | -0.5 | 21.3 | -4.0 | 3.8 | 0.7 | -120.8
> Cn1c2ccccc2c2c(C(=O)N3CCN(c4ccccn4)CC3)cn(C3CCCC3)c(=O)c21
 : 3.5 | 7.7 | -25.4 | 1.4 | 6.5 | 1.2 | 35.2 | 0.8 | -24.3
> Cc1cc([N+](=O)[O-])ccc1NC(=S)NC(=O)C(c1ccccc1)c1ccccc1
 : -0.9 | -12.5 | -9.4 | 1.1 | 31.0 | -0.1 | 8.2 | -1.9 | -56.2
> C/C(=N\O)C(C)(C)Nc1ccc(Cl)cc1
 : -3.1 | -5.6 | -2.3 | 40.6 | -39.7 | -3.5 | 8.7 | 15.0 | -20.8
> S=C1NNC2(NN1)C1CC3CC(C1)CC2C3
 : 6.5 | 8.6[fluorescence artefact?] | 1.1 | 0.2 | 17.9 | -2.7 | 8.7 | 0.9 | -18.8

Whole records, looked up by structure. Values in the order: eIF4E-4G inh	14-3-3 Bad PPI	Tb hexokinase	zVAD death inh	EP2 modulator	Rad51 HR inh	EP2 antag	Hck Nef HTS	m-calpain inh
C/C(=N\O)C(C)(C)Nc1ccc(Cl)cc1 is entered as -3.1	-5.6	-2.3	40.6	-39.7	-3.5	8.7	15.0	-20.8
Clc1ccc(-c2cc(COc3ccccc3)no2)cc1Cl is entered as 3.3	3.4	2.6	0.2	15.1	x	x	1.0	4.8
COc1cccc(-c2nc(CS(=O)(=O)CC(=O)NCc3ccc(Cl)cc3)c(C)o2)c1 is entered as 0.6	0.8	2.6	0.1	-28.1	1.0	15.3	20.0	-21.2

Other structures.
Every second line gives: eIF4E-4G inh | 14-3-3 Bad PPI | Tb hexokinase | zVAD death inh | EP2 modulator | Rad51 HR inh | EP2 antag | Hck Nef HTS | m-calpain inh
> COc1cc(/C=N/NC(=O)Cc2nnc(N)s2)cc(OC)c1OC
 : 4.9 | 1.2 | -13.7 | 0.4 | 16.9 | -3.5 | 9.8 | 10.6 | -21.8
> CCOC(=O)c1ccc(NC(=O)C(C)NS(=O)(=O)c2ccc(OC)cc2)cc1 (stereo not drawn)
 : -6.5 | -3.5 | -0.3 | 0.0 | -6.8 | 4.1 | 0.9 | 0.9 | -11.4
> C/C(=N\Nc1ccc(Cl)c(C(=O)O)c1)c1cccs1
 : 1.2 | -1.1 | -25.3 | 1.3 | -8.6 | 12.0 | 19.5 | 5.9 | 11.3
> COc1ccc(C(=O)CSc2n[nH]c(=O)n2Cc2ccco2)cc1
 : 3.5 | -0.9 | -10.9 | -0.2 | -43.0 | 10.9 | 10.0 | 21.1 | -6.9
> CC(C)=CCN1CCN(Cc2nc(-c3ccccc3)cs2)CC1CCO (stereo not drawn)
 : 1.7 | 1.8 | -5.9 | 0.7 | -24.5 | 25.6 | 2.1 | -1.6 | 9.0
> CCOC(=O)c1c(NC(=O)OC)sc(C(=O)N(CC)CC)c1C
 : 1.2 | -6.9 | -0.3 | -0.1 | 21.7 | 6.7 | 13.2 | 4.1 | 23.1
> C[C@H](NC(=O)c1[nH]cnc1C(=O)Nc1ccc(CNC(=O)OC(C)(C)C)cc1)C(=O)OC(C)(C)C
 : -6.0 | -9.9 | -15.8 | 1.0 | 24.2 | 4.8 | 19.4 | 57.2* | -13.0
> Cc1ccccc1OCCNc1ccc(C(F)(F)F)cc1[N+](=O)[O-]
 : 0.2 | 7.2 | 10.4 | -0.2 | 43.6 | -15.3 | 14.5 | 0.0 | 9.9
> COc1cc2c(cc1NC(=O)c1cc(-c3ccccn3)nc3ccccc13)oc1ccccc12
 : 14.4 | -6.8 | -21.6 | 16.2 | 3.3 | 2.8 | 4.9 | 1.3 | -42.7
> OCc1cc(-c2ccc(Cl)c(Cl)c2)on1
 : 2.0 | -6.0 | 0.6 | 0.5 | -28.0 | 15.9 | 9.4 | -0.8 | -6.4
> Cc1cc(Cl)c(S(=O)(=O)Nc2ccc3c(c2)OCO3)cc1OCC(N)=O
 : 0.5[fluorescence artefact?] | -12.1 | 1.8 | -0.7 | 9.9 | -11.8 | 10.8 | 3.6 | -17.8
> Cc1csc(NC(=O)C2C3C=CC(O3)C2C(=O)O)n1 (stereo not drawn)
 : 0.2 | 4.2 | -4.8 | -1.1 | 8.7 | -1.9 | 9.4 | 2.3 | -14.5
> NC(=O)CSc1nnc(-c2cccnc2)n1CCc1ccccc1
 : 3.9[fluorescence artefact?] | -0.5 | 6.0 | 1.3 | 19.7 | -3.8 | 4.9 | -1.6 | -15.4
> CCS(=O)(=O)N1Cc2ccccc2CC1C(=O)Nc1nc2ccc(C)cc2s1 (stereo not drawn)
 : 8.1[fluorescence artefact?] | -4.7[fluorescence artefact?] | -1.0 | 4.3 | -45.8 | 5.8 | 7.5 | 2.4 | -20.1
> Cc1cc(C)c2[nH]c(=O)c(CN(CC3CCCO3)C(=O)c3cnccn3)cc2c1 (stereo not drawn)
 : 8.0 | 3.0 | 3.3 | 0.2 | 9.9 | -8.6 | 13.0 | -0.9 | 7.3
> S=c1[nH]cc(-c2ccc(Cl)cc2)n1Cc1ccccc1
 : 2.0 | 0.1 | -17.2 | -0.1 | -1.6 | 3.4 | 4.5 | -1.4 | -0.2
> CCN(C(=S)NCCOC)c1cccc2ccccc12
 : -2.9 | 4.8 | 8.5 | 0.5 | 14.6 | -18.1 | 6.7 | -8.8 | 22.8
> CCn1cc(C(=O)N(CCCN2CCOCC2)Cc2ccco2)c(=O)c2ccc(C)nc21
 : -1.3 | -10.2 | -21.0 | -0.4 | -3.5 | -8.5 | 12.5 | -6.3 | -5.2
> O=C1CC(N2CCN(c3ccccn3)CC2)C(=O)N1CC(c1ccccc1)c1ccccc1 (stereo not drawn)
 : -1.2[fluorescence artefact?] | -4.4 | -12.0 | 0.4 | -4.0 | -10.5 | 1.6 | 5.7 | 12.3
> Cc1ccc(S(=O)(=O)NCC(=O)N(CC(=O)NC2CCCC2)c2ccc3c(c2)OCCO3)cc1
 : -4.6[fluorescence artefact?] | -7.8[fluorescence artefact?] | -2.3 | -0.3 | -5.4 | -2.7 | 9.8 | 0.5 | -2.6
> Cn1c(SCC(N)=O)nnc1C1CCN(C(=O)NC2CCCCC2)CC1
 : -5.3 | 12.9 | 2.5 | 0.1 | -24.9 | 5.4 | 14.2 | 1.5 | 12.4
> CCC(C)(C(=O)NC1CCCC1)N(Cc1cccs1)C(=O)Cc1cccs1 (stereo not drawn)
 : -1.7 | -11.8 | -5.1 | -0.1 | 36.4 | -0.1 | 8.0 | 0.4 | 9.3
